Screening results as filed in PubChem.
KB-V1 MDR tox: qHTS assay for MDR1-selective chemotherapeutics: Primary screen using the drug-selected MDR subline cells KB-V1 | KB-V1 MDR cells viability, CellTiter-Glo, 72 h | Potency, µM (doses to about 46.1 µM), inactives show at the top dose activity change, negative = cytotoxicity, most hits filed as cytotoxic | actives 3.4% (n = 400,000) | AID 1347076, 2019; also: potency is read from the fitted curve at half-maximal effect; % is scaled to controls: 0 for no effect and ±100 for the full control effect; nearly all actives have a fitted effect of over 60% in size
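qHTS viability screen in drug-selected KB-V1 MDR cells: 72 h compound treatment at 37 degrees C, ATP luminescence end point.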
DRD3 antagonist: qHTS of D3 Dopamine Receptor Antagonist: qHTS; actives 2.5% (n = 360,000); max response, negative = inhibition, %; D(3) dopamine receptor (Homo sapiens), P35462; D3R cells, DiscoveRx beta-arrestin luminescence, antagonist mode; active compounds read low; in the data active = max response below about -50%; inconclusive = no clear call, values can overlap the other calls; also: % is scaled to controls: 0 for no effect and ±100 for the full control effect; mostly tested at two doses, the higher about 12 µM
Target sequence (P35462 whole entry, looked up): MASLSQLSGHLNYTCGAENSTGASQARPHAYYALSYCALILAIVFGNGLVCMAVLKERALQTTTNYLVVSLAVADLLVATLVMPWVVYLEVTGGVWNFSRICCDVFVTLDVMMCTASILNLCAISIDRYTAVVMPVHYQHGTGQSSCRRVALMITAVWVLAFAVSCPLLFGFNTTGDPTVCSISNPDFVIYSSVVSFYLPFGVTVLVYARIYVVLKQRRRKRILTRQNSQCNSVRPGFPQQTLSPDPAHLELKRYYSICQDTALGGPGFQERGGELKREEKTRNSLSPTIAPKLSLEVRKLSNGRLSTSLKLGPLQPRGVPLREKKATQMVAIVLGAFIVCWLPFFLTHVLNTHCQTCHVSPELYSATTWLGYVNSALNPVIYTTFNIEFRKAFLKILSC
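Cells plated overnight at 1500 cells/well, then exposed to library compounds with dopamine controls for 90 minutes at 37 degrees C. DiscoveRx reagent added for 30–60 minutes at room temperature; luminescence read, quantitative HTS format.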
KB-3-1 cytotox: qHTS assay for MDR1-selective chemotherapeutics: Primary screen using the parental adenocarcinoma cell KB-3-1; AID 1347075, 2019; Potency, µM (series often up to 46.1 µM), for the others: top-dose activity change, negative = cytotoxic, most hits filed as cytotoxic; KB-3-1 viability, CellTiter-Glo ATP luminescence, 72 h; actives 1.4% (n = 400,000); also: potency is read from the fitted curve at half-maximal effect; % is scaled to controls: 0 for no effect and ±100 for the full control effect; nearly all actives have a fitted effect of over 60% in size
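Cells are dispensed, compounds pinned in, plates held at 37 °C for 72 h, then CellTiter-Glo is added and luminescence read after 10 minutes. Cell line: parental KB-3-1 in phenol-red-free DMEM, 10% FBS.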
GLP-1R agonist: qHTS of GLP-1 Receptor Agonists; Glucagon-like peptide 1 receptor (Homo sapiens), P43220; HEK293 GLP-1R CRE-luciferase, luminescence, 4-6 h; cells express a hypersensitive GLP-1R form; Potency, µM (highest dose often 45.6 µM), without a hit: at the highest dose activation, most hits filed as activators; actives 0.007% (n = 380,000); AID 624172, 2012; also: potency is read from the fitted curve at half-maximal effect; % of control where 0% means no effect
Target sequence (P43220 whole entry, looked up): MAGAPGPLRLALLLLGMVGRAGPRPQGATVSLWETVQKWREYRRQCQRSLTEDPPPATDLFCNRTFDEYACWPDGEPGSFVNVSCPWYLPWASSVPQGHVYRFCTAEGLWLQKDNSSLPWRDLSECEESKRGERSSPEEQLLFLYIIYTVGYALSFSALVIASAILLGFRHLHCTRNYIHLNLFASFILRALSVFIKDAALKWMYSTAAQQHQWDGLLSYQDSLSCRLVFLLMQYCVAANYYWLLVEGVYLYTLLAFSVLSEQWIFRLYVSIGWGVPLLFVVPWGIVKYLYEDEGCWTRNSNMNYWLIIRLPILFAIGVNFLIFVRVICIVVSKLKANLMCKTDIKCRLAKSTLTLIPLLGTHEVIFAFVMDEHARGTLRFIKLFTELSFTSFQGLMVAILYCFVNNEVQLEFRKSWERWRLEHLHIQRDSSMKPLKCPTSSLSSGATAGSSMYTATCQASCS
HT1080 IDH1KD tx: qHTS for induction of synthetic lethality in tumor cells producing 2HG: qHTS for the HT-1080-IDH1KD cell line; HT-1080 IDH1 knockdown viability, ATP luminescence, 48 h; Potency, µM (top dose mostly 46.1 µM), without a hit: at the highest dose activity, negative = toxicity, most hits filed as cytotoxic; actives 2% (n = 360,000);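 also: potency is read from the fitted curve at half-maximal effect; 0% = DMSO wells and -100% = cell-free medium wells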
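Knockdown cells (IDH1KD HT-1080) received compounds 2 h after plating at 750 cells/well and were kept 48 h at 37 °C in 5% FBS RPMI. A CellTiter-Glo luminescence read gave % activity for curve fitting.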
IL1B secr inh: qHTS for Inhibitors of Inflammasome Signaling: IL-1-beta AlphaLISA Primary Screen | THP-1 LPS/ATP IL-1B secretion, AlphaLISA, 16 h; active compounds read low | activity change, % at 57.5 µM | actives 4.7% (n = 360,000) | AID 743279, 2014; in the data active = activity change below about -50%; inconclusive = mostly about -30% to -49%; also: % is scaled to controls: 0 for no effect and ±100 for the full control effect
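Secreted IL-1B measured by AlphaLISA bead assay after 16 h compound exposure of THP-1 cells; compounds (final up to 57.5 uM) added 1 h before LPS (250 ng/mL) and ATP (1.25 mM) stimulation; lower signal means less secretion.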
D3 ag: qHTS of D3 Dopamine Receptor Agonist: qHTS. actives 0.58% (n = 410,000). D3R DiscoveRx beta-arrestin cells, luminescence, 90 min. max activation, %. D(3) dopamine receptor (Homo sapiens), P35462; in the data active = max activation above about 30%; also: 0% is about no effect; mostly tested at two doses, the higher about 12 µM
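Agonist-mode cell screen: cells plated at 1500/well and incubated overnight at 37 °C, then exposed to library compounds for 90 min at 37 °C. Detection reagent was added for 30–60 min at room temperature, and luminescence was read.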
HT1080NT lethal: qHTS for induction of synthetic lethality in tumor cells producing 2HG: qHTS for the HT-1080-NT fibrosarcoma cell line | HT-1080-NT fibrosarcoma viability, CellTiter-Glo ATP luminescence, 48 h | Potency, µM (series often up to 46.1 µM), for the others: at the highest dose activity, negative = less viability, hits mostly cytotoxic | actives 1.6% (n = 360,000) | AID 686970, 2013;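 also: NT is the 2HG producing partner of a matched IDH1 knockdown line; potency is read from the fitted curve at half-maximal effect; 0% = DMSO-treated cells and -100% = media-only wells without cells; nearly all actives have a fitted effect of over 55% in size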
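Toxicity toward the 2HG-producing NT line was scored as %Activity, normalised to DMSO and no-cell wells, from CellTiter-Glo luminescence after 48 hours' treatment.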
SW480 rerep: A quantitative high throughput screen for small molecules that induce DNA re-replication in SW480 colon adenocarcinoma cells; SW480 DNA re-replication, Hoechst DNA content imaging, 48 h; Potency, µM (top dose mostly 46.1 µM), for inactives: at the top dose re-replication activation, most hits filed as activators; actives 1.8% (n = 340,000); also: potency is read from the fitted curve at half-maximal effect; % of control where 0% means no effect; nearly all actives have a fitted effect of over 55% in size
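DNA re-replication was detected as more nuclei of elevated Hoechst intensity after 48 hr exposure to compound (23 nL pinned per well of 250 cells).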
* = called active by the depositor; ? = inconclusive; nt = no result given; [ ] = remark or other dose. Unless noted, calls follow the shape of the dose curve; as a rule, active = well fitted curve in the direction sought with a large enough effect; inconclusive = small, poorly fitted or top-dose-only effect, or another doubt; inactive = no such curve, though single readings can be large; an effect the other way counts as inactive or inconclusive.

cpd	canonical_smiles	KB-V1 MDR tox	DRD3 antagonist	KB-3-1 cytotox	GLP-1R agonist	HT1080 IDH1KD tx
1	Oc1ccc(-c2[nH]ncc2-c2cnn(-c3ccccc3)c2)c(O)c1	-14%	-10	-2%	-3%	-5%
2	CC1=C(C)CC(C(=O)NCc2ccccn2)C(C(=O)O)C1 (stereo not drawn)	58%	23	8%	5%	?
3	CC1(C)CC(=O)c2sc(NC(=O)c3cccs3)nc2C1	?	-19	?	-12%	-15%
4	CCc1nc(SCC(=O)Nc2ccc([N+](=O)[O-])cc2)n[nH]1	?	-11	7%	-2%	?
5	CCN1C(=O)c2ccccc2S(=O)c2ccc(C(=O)NCCCN3CCCC3=O)cc21 (stereo not drawn)	-2%	-4	0%	-5%	-9%
6	Cc1oc(C(C)(C)C)cc1C(=O)Nc1cccc(C(=O)O)c1	9%	31	7%	-11%	-4%
7	CCC(C)(C)NC(=O)C(c1ccc(OC)cc1)N(C(=O)CCC(=O)Nc1cc(C)on1)c1ccc(OC)c(OC)c1 (stereo not drawn)	-17%	-7	6%	7%	-15%
8	CSCc1ccc(C(=O)OCC(=O)NC2CCCC2)o1	?	-10	6%	7%	-2%

cpd	IL1B secr inh	D3 ag	HT1080NT lethal	SW480 rerep
1	-16	6	9%	-11%
2	27	3	16%	-1%
3	1	-3	-24%	-5%
4	26	-10	?	20%
5	-23	-9	-10%	0%
6	7	-7	8%	-10%
7	6	-3	-19%	1%
8	4	-1	1%	nt

Among those listed so far, these contain a furan ring, fused or not:
cpd	canonical_smiles	KB-V1 MDR tox	DRD3 antagonist	KB-3-1 cytotox	GLP-1R agonist	HT1080 IDH1KD tx
6	Cc1oc(C(C)(C)C)cc1C(=O)Nc1cccc(C(=O)O)c1	9%	31	7%	-11%	-4%
8	CSCc1ccc(C(=O)OCC(=O)NC2CCCC2)o1	?	-10	6%	7%	-2%

cpd	IL1B secr inh	D3 ag	HT1080NT lethal	SW480 rerep
6	7	-7	8%	-10%
8	4	-1	1%	nt

Down the list, quoted from above:
Compounds 1–7 in D3 ag: 6, 3, -3, -10, -9, -7, -3
Compounds 1–7 in GLP-1R agonist: -3%, 5%, -12%, -2%, -5%, -11%, 7%
Compounds 1–7 in HT1080NT lethal: 9%, 16%, -24%, ?, -10%, 8%, -19%

Going on with the list.
cpd	canonical_smiles	KB-V1 MDR tox	DRD3 antagonist	KB-3-1 cytotox	GLP-1R agonist	HT1080 IDH1KD tx
9	O=c1oc2ccccc2cc1-c1nc2c(s1)CCCC2	?	28	?	-10%	-3%
10	COc1ccccc1NC(=O)c1ccc(NC(=O)CN2CCN(C(=O)c3ccco3)CC2)cc1	0%	14	3%	-5%	7%
11	COc1ccc(-n2c(C)cc(-c3cn4cccc(C)c4n3)c2C)cc1	-3%	-23	2%	18%	-2%
12	COc1cc(C(=O)OC(C)c2ccc(F)cc2)ccc1OCC(=O)N1CCOCC1 (stereo not drawn)	12%	2	19%	1%	-2%
13	CC(=O)c1cccc(Oc2ncccn2)c1	-4%	-17	-1%	-6%	-7%
14	Clc1nnc(N2CCCCC2)c2ccccc12	?	18	-13%	18%	-9%
15	O=C(Cc1cccc(NC(=O)C2CCCN(C(=O)C3CC3)C2)c1)Nc1cccc(C(=O)N2CCCC2)c1 (stereo not drawn)	-15%	-3	-3%	12%	11%
16	Cc1cccn2c(=O)c3cc(C(=O)NCc4ccco4)c(=N)n(C(C)C)c3nc12	?	-21	-14%	15%	-6%

cpd	IL1B secr inh	D3 ag	HT1080NT lethal	SW480 rerep
9	26	21	-2%	1.2µM*
10	-8	8	13%	12%
11	28	-2	-9%	-181%[inhibitor]
12	32	-7	1%	-1%
13	0	-5	-7%	-2%
14	-81*	-1	-6%	?
15	19	5	3%	2%
16	-30	2	-11%	?

Single records, from the list above. Order of screens: KB-V1 MDR tox, DRD3 antagonist, KB-3-1 cytotox, GLP-1R agonist, HT1080 IDH1KD tx, IL1B secr inh, D3 ag, HT1080NT lethal, SW480 rerep
CSCc1ccc(C(=O)OCC(=O)NC2CCCC2)o1 reads ?, -10, 6%, 7%, -2%, 4, -1, 1%, nt
CCc1nc(SCC(=O)Nc2ccc([N+](=O)[O-])cc2)n[nH]1 reads ?, -11, 7%, -2%, ?, 26, -10, ?, 20%

Later entries:
cpd	canonical_smiles	KB-V1 MDR tox	DRD3 antagonist	KB-3-1 cytotox	GLP-1R agonist	HT1080 IDH1KD tx
17	CS(=O)(=O)Nc1cccc(C(=O)CC2(O)C(=O)Nc3ccc(Br)cc32)c1 (stereo not drawn)	-10%	7	-16%	4%	0%
18	CCCCc1cc(=O)oc2cc(OCC(=O)NCC3CCC(C(=O)O)CC3)ccc12 (stereo not drawn)	-4%	-13	-6%	-6%	-2%
19	O=c1cnc2cc([N+](=O)[O-])ccc2[nH]1	6%	?	-2%	11%	20%
20	CCc1cccc(NC(=S)N(CCN(C)C)C(C)c2ccncc2)c1 (stereo not drawn)	?	-2	-7%	5%	-10%
21	O=C(NCCc1ccccc1C(F)(F)F)C1CCC(=O)N(C2CC2)C1 (stereo not drawn)	-4%	-10	-6%	0%	15%
22	CC(C)(C)OC(=O)N[C@@H](C(=O)OC(C)(C)C)c1ccc2ccccc2c1	11%	0	0%	-1%	6%
23	CC1CCCC(C)N1C(=O)c1ccc(S(=O)(=O)N2CCCC2)cc1 (stereo not drawn)	5%	-13	-7%	-3%	2%
24	COC(=O)c1ccc(NC(=O)c2cc3c(CO)cnc(C)c3oc2=Nc2cccc(C(N)=O)c2)cc1	?	8	?	5%	5%

cpd	IL1B secr inh	D3 ag	HT1080NT lethal	SW480 rerep
17	39	-7	0%	?
18	35	2	0%	-8%
19	-12	-11	-6%	4%
20	-28	0	29%	-33%[inhibitor]
21	12	-20	-4%	-2%
22	15	-40	7%	-87%[inhibitor]
23	12	8	-7%[9.24 µM]	-21%
24	6	1	-3%	-2%

Other structures follow:
cpd	canonical_smiles	KB-V1 MDR tox	DRD3 antagonist	KB-3-1 cytotox	GLP-1R agonist	HT1080 IDH1KD tx
25	CCOC(=O)c1ccc(N2C(=O)CC(Nc3ccc(O)cc3)C2=O)cc1 (stereo not drawn)	7%	9	-2%	8%	-21%
26	Cc1ccc(CCNC(=O)Cn2c(-c3cccs3)cc3cc(F)ccc32)cc1	-3%	nt	1%	0%	nt
27	Cc1ccc(Nc2nc(Oc3ccc(=O)[nH]n3)nc(N(C)C)n2)cc1	-13%	-23	1%	-1%	10%
28	COc1ccc(C(CNC(=O)COc2ccccc2C)N2CCCC2)cc1 (stereo not drawn)	-4%	?	6%	-1%	20%
29	CCCCc1c(O)nc(SCC(=O)N2CCCCCC2)[nH]c1=O	0%	-6	-11%	5%	10%
30	FC(F)Oc1ccc(/C=N/c2c(-c3ccc(OC(F)F)cc3)nc3n2CCS3)cc1	?	-7	1%	-1%	-2%
31	Cc1ccc(NC(=O)CSCC(=O)NC2=NCCS2)cc1	-4%	0	10%	5%	16%
32	COc1ccc([C@@H]2C[C@H]3[C@@H](CN2S(=O)(=O)c2ccccc2)C(=O)C[C@@H](c2ccccc2F)N3S(=O)(=O)c2ccc(C)cc2)cc1	3%	-17	4%	-5%	0%

cpd	IL1B secr inh	D3 ag	HT1080NT lethal	SW480 rerep
25	18	-4	-3%	3%
26	nt	7	nt	nt
27	-10	8	-4%	-6%
28	0	-41	-3%	-4%
29	?	-16	4%	-19%
30	-15	-3	-6%	-3%
31	5	1	-1%	-4%
32	16	-2	-6%	nt

The list goes on:
cpd	canonical_smiles	KB-V1 MDR tox	DRD3 antagonist	KB-3-1 cytotox	GLP-1R agonist	HT1080 IDH1KD tx
33	COC(=O)[C@]1(Cc2ccccc2)N[C@H](c2ccc(-c3ccc(Cl)c(Cl)c3)cc2)[C@@H]2C(=O)N(C)C(=O)[C@@H]21	-4%	?	?	-2%	-13%
34	CC(C)CCOC(=O)C[N+](C)(C)CCOC1CC2CCC1(C)C2(C)C (stereo not drawn)	0%	-1	-4%	-3%	-28%
35	COc1cccc(/C=N/Nc2nc(Nc3ccc([N+](=O)[O-])cc3)nc(N3CCCC3)n2)c1O	?	-119*	16µM*	-2%	3.3µM*
36	CC1CCCN(C(=O)c2cc(-c3ccco3)nc3ccccc23)C1 (stereo not drawn)	-16%	-11	0%	-6%	-1%
37	O=c1c2ccccc2nc2n1-c1ccccc1CCC2	?	-6	9%	-9%	3%
38	Cc1cccc(NC(=O)CSc2nnc(NC(=O)c3ccco3)s2)c1	-7%	-1	-1%	-6%	-3%
39	CCOc1cc(CN2CCCC(N3CCc4ccccc4C3)C2)ccc1O (stereo not drawn)	-3%	-16	-13%	-5%	5%
40	Nc1ccc2nc(-c3ccc(N)c(Cl)c3)[nH]c2c1	0%	-24	-9%	-9%	-9%

cpd	IL1B secr inh	D3 ag	HT1080NT lethal	SW480 rerep
33	-25	0	1%	-3%
34	-21	-8	?	-1%
35	91	-30	9.2µM*	5.8µM*
36	7	-8	-1%	?
37	5	22	5%	2%
38	-11	3	2%	-62%[inhibitor]
39	12	-14	4%	11%
40	?	0	-21%	2%[9.22 µM]
